TbMetRS inhib: T. brucei MetRS inhibitors, primary screen, biochemical, luminescence; methionyl-tRNA synthetase (Trypanosoma brucei brucei); purified T. brucei MetRS, ATP depletion, Kinase-Glo luminescence; inhibition, % at 11.9 µM; 360,000 tested, 0.4% active; AID 624268, 2012;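 active = inhibition above a per-plate cutoff of the control wells' mean inhibition plus 3 SD, cut at about 5.5% in these data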;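 also: 0% = DMSO wells median and 100% = median of wells with control inhibitor compound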
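Material – parasite MetRS enzyme · Medium – HEPES-MgCl2-KCl buffer plus DTT, spermine, BSA, pyrophosphatase · Reagent – ATP, methionine and E. coli bulk tRNA substrates · Times – 15 min enzyme-compound preincubation, 2 h reaction, 10 min detection, 25 °C · Measured by – luminescence of leftover ATP · Evaluation – percent inhibition relative to median high and low control wells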
MsrA inh: bovine MsrA enzyme inhibitors, primary screen, biochemical, absorbance, HTS. Methionine sulfoxide reductase A (Bos taurus). inhibition, % at 15.5 µM. purified bovine MsrA, absorbance read-out. 360,000 tested, 0.75% active; in the data active = inhibition above about 4.5%;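 also: 0% = vehicle wells with enzyme and 100% = reference inhibitor wells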
SUMO1-SIM PPI: modulators of SUMO1 protein-protein interactions, primary screen, biochemical, uHTS | Small ubiquitin-related modifier 1 (Homo sapiens), P63165 | SUMO1 binding to a labelled peptide, TR-FRET, 1 h | inhibition, % at 20 µM | 360,000 tested, 0.33% active | AID 602429, 2012; in the data active = inhibition above about 37%
Target sequence (P63165 whole entry, looked up): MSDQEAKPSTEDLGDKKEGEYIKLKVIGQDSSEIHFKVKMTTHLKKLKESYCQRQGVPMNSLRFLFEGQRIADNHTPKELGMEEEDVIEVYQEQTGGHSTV
DNMT1 block: human DNMT1 methyltransferase inhibitors, primary screen, biochemical, molecular beacon, fluorescence, HinP1I cleavage, uHTS; 360,000 tested, 0.83% active; DNA (cytosine-5)-methyltransferase 1 (Homo sapiens), P26358; inhibition (reported as % activation of signal), % at 10 µM; in the data active = inhibition above about 50%
NadD inh: inhibitors of S. aureus NadD, primary screen, biochemical, colorimetric, uHTS. Nicotinate-nucleotide adenylyltransferase NadD (Staphylococcus aureus N315). purified NadD enzyme, colorimetric absorbance read-out. inhibition, % at 20 µM. 360,000 tested, 0.78% active; in the data active = inhibition above about 26%; also: some compounds past the cut are filed as inactive
LMPTP block: LMPTP phosphatase inhibitors, primary screen, biochemical, fluorescence intensity, uHTS; AID 651560, 2012; inhibition, % at 20 µM; 360,000 tested, 0.22% active; recombinant LMPTP-A, OMFP fluorogenic substrate; Low molecular weight phosphotyrosine protein phosphatase (Homo sapiens), P24666;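 active = compounds that cut the enzyme signal by at least half of the control window in the single-dose screen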;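 also: plate controls were DMSO wells with enzyme plus substrate for no effect and substrate without enzyme for full effect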
Target sequence (P24666 whole entry, looked up): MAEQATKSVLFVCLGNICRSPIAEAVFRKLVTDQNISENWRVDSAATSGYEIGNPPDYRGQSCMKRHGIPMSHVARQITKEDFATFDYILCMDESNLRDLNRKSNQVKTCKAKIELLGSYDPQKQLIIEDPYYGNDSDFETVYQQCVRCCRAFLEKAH
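Assay system: LMPTP-A, protein tyrosine phosphatase of low molecular weight / Medium: pH 6.0 Bis-Tris buffer with DTT and Triton X-100 / Schedule: 50 min enzyme reaction at room temperature, protected from light / Measured by: endpoint fluorescence intensity from OMFP dephosphorylation / Read-out basis: % inhibition relative to no-enzyme and uninhibited control wells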
Scp-1 inhibitor: Scp-1 phosphatase inhibitors, primary screen, biochemical, colorimetric, uHTS; Carboxy-terminal domain RNA polymerase II polypeptide A small phosphatase 1 (Homo …; inhibition, % at 20 µM; 340,000 tested, 0.88% active; Recombinant Scp1, phosphopeptide, malachite green phosphate absorbance;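 active = inhibition above about 50% at 20 µM, limit read from the data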;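 also: plate controls were DMSO wells with enzyme for no effect and wells lacking enzyme for full effect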
Target sequence (Q9GZU7 76-261 limits assumed): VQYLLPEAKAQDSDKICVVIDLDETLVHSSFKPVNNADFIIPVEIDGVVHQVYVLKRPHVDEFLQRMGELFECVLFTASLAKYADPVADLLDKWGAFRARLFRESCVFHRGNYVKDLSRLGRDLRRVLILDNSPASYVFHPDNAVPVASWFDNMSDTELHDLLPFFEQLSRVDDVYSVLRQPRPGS
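Material – SCP-1 phosphatase catalytic domain, residues 76-261 · Buffer or medium – Acidic Tris acetate buffer with magnesium and detergent · Also added – Phospho 17-mer peptide substrate · Compound – single 20 µM dose, 1% DMSO · Times – 45 min room-temperature reaction, 5 min colour, 30 min stabiliser · Technique – Phosphate-binding colour reagent, absorbance read at 630 nm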
STEP inh: STEP phosphatase inhibitors, primary screen, biochemical, fluorescence intensity, uHTS; Tyrosine-protein phosphatase non-receptor type 5 (Homo sapiens), P54829; recombinant STEP, OMFP fluorogenic substrate; inhibition, % at 20 µM; 360,000 tested, 0.25% active;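 active = inhibition at 20 µM, scaled per plate between control wells, above about 37%, limit read from the data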;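 also: 0% = DMSO with enzyme and substrate and 100% = substrate only without enzyme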
Target sequence (P54829 whole entry, looked up): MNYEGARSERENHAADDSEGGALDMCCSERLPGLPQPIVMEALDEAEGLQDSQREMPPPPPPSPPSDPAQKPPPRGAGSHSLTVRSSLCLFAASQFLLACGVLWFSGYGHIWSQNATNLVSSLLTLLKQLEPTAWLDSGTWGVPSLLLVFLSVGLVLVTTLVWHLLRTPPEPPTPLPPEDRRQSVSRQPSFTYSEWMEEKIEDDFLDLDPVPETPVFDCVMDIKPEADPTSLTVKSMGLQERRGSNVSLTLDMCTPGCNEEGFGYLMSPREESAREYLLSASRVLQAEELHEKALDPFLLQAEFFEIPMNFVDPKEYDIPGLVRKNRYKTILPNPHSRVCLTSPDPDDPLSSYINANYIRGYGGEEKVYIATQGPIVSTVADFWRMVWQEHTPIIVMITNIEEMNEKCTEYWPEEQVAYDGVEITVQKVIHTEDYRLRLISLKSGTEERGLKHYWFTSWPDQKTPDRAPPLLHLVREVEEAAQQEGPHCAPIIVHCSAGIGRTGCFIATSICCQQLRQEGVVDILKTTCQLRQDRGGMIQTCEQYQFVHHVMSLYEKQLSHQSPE
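Material: STEP (striatal-enriched tyrosine phosphatase) enzyme, cell-free; Compound dosing: 20 µM single dose in 1% DMSO; Technique: fluorescence read at 480 nm ex / 540 nm em; Times: reaction 20 min, ambient temperature; Medium: 50 mM Bis-Tris pH 6.0 with 2.5 mM DTT and 0.005% Tween 20; Also added: OMFP at 25 µM.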
CSN deneddyl inh: inhibitors of CSN-mediated cullin deneddylation, primary screen, biochemical, fluorescence polarization, uHTS; COP9 signalosome complex subunit 5 (Homo sapiens), Q92905; Purified CSN, SCF-Nedd8-OG deneddylation; inhibition, % at 12.5 µM; 360,000 tested, 0.38% active;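 active = pattern-corrected inhibition above about 35%, with an unprinted fluorescence ratio check between 0.5 and 1.5, limit read from the data, passing the limit was not always enough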;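 also: 0% = enzyme with substrate and 100% = substrate without enzyme; some results filed as inactive read as strong as hits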
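Assay system: HEK293T-derived human Csn5 enzyme; quantity: 0.24 nM enzyme; medium: Tris/NaCl/DTT buffer, pH 7.5; also added: substrate SCFSkp2-Nedd8OG, 10 nM; doses: 12.5 µM compound; schedule: 90 min reaction at room temperature; signal: FP; read-out: % inhibition of substrate cleavage by Csn5; benchmarks: substrate-only high control, full reaction low control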
Rpn11 inh: Rpn11 (PSMD14) deubiquitinase inhibitors, primary screen, biochemical, fluorescence polarization, uHTS | 26S proteasome non-ATPase regulatory subunit 14 (Homo sapiens), O00487 | human 26S proteasome, Ub4-pepOG fluorescence polarization; 20S core pre-blocked with epoxomicin | calls only at 20 µM | 360,000 tested, 0.59% active;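 active = inhibition at 20 µM, scaled to each plate's controls, above about 33%, limit read from the data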
* = called active by the depositor; i = inactive; x = no result given. This is a random part of the collection. About 3.9% of those tested had a hit in this group.

Start of the data: the first 2 records, to show the layout:
SMILES	TbMetRS inhib	MsrA inh	SUMO1-SIM PPI	DNMT1 block	NadD inh	LMPTP block	Scp-1 inhibitor	STEP inh	CSN deneddyl inh	Rpn11 inh
COc1ccccc1[C@@H]1C(c2ccc(F)cc2)=NN(c2ccccc2)[C@H]1C(=O)N1CCOC1=O	0.0	1.6	3	-8	11	3.5	-14	-3	-1	i
Cc1nc2c(=O)n(C)c(=O)[nH]c2n1Cc1ccccc1	-0.7	-0.1	-1	-2	-1	-1.0	-5	-2	0	i

The whole of this part, from the first entry:
SMILES	TbMetRS inhib	MsrA inh	SUMO1-SIM PPI	DNMT1 block	NadD inh	LMPTP block	Scp-1 inhibitor	STEP inh	CSN deneddyl inh	Rpn11 inh
COc1ccccc1[C@@H]1C(c2ccc(F)cc2)=NN(c2ccccc2)[C@H]1C(=O)N1CCOC1=O	0.0	1.6	3	-8	11	3.5	-14	-3	-1	i
Cc1nc2c(=O)n(C)c(=O)[nH]c2n1Cc1ccccc1	-0.7	-0.1	-1	-2	-1	-1.0	-5	-2	0	i
CCN(CCNC(=O)c1ccc(C#N)cc1)c1cccc(C)c1	0.5	x	6	0	-4	0.3	-15	-1	0	i
O=C(Nc1cnc2sccn2c1=O)c1ccc(Cl)cc1Cl	0.1	0.6	1	3	-2	0.4	7	-1	4	i
CCOC(=O)c1ccc[n+](CC(=O)c2ccc(NC(=O)c3ccccc3)cc2)c1	-0.1	0.5	-9	-6	2	0.2	-5	0	1	i
CN(C)S(=O)(=O)c1ccc(C(=O)NCCOc2ccccc2)cc1	0.3	0.8	8	-2	-6	-1.3	-17	-5	-1	i
COc1cc2c(cc1OC)CN(C1CCCN(Cc3cccc(C(C)=O)c3)C1)CC2 (configuration not stated)	2.1	0.5	-2	-8	5	6.5	-5	4	4	i
CCCCNC(=O)CCC(=O)Nc1ccc2nc(N3CCC(C)CC3)cc(C)c2c1	-0.2	2.6	-1	-6	-5	3.8	-8	0	-3	i
O=C(CS(=O)(=O)c1cn(Cc2ccc(F)cc2)c2ccccc12)N1CCOCC1	-0.4	-1.2	1	5	3	0.9	-12	-1	-1	i
Cc1cc(-c2ccccc2)cc(-c2ccccc2)[n+]1C	-0.7	0.8	2	0	-2	-1.9	-4	-1	-1	i
Cn1c(SCC(=O)NC2CCCCC2)nnc1-c1cc2ccccc2o1	-0.2	2.4	6	-2	0	0.6	-5	-3	-4	i
NC(=O)c1ccc(-n2nnnc2SCC(=O)Nc2ccccc2-c2ccccc2)cc1	-1.1	-0.2	0	-3	-6	-0.6	1	-12	5	i
COc1ccc2[nH]c3c(c2c1)CCN1C(=O)C(CC(=O)NC/C=C(\C)CCC=C(C)C)C[C@H](C(=O)N(C(C)C)C(C)C)[C@@]31C (some centres not stated)	-0.6	-0.2	5	-21	9	6.7	-4	1	-3	i
Cc1ccc(S(=O)(=O)N2CCOCC2)cc1NC(=O)CN1C(=O)NC(C)(c2ccc(Cl)cc2Cl)C1=O (configuration not stated)	-0.4	-0.6	0	-2	-8	-0.9	-4	2	2	i
CC(C)N(CCNC(=O)C1CCC(=O)N1Cc1ccc(F)cc1)Cc1ccccc1 (configuration not stated)	-0.3	0.7	-1	0	-7	-0.4	-12	-1	-6	i
CC(C)(C)c1ccc(OCCC(=O)Nc2cccc(S(=O)(=O)N3CCCCC3)c2)cc1	0.1	0.7	-2	-13	-7	3.9	-8	2	0	i
COc1ccc(NC(=O)C2=Cc3cccc(OC)c3OC2)cc1	-0.8	1.4	-13	-3	-10	-1.5	-18	3	-1	i
O=C(Cc1nn[nH]n1)Nc1cc(Cl)cc(Cl)c1	0.8	1.0	0	-2	5	-1.0	8	-1	11	i
C[C@@H]1CN([C@@H](C)CO)S(=O)(=O)c2ccc(Br)cc2O[C@H]1CN(C)Cc1ccccc1F	0.2	-1.6	5	3	-16	1.2	x	4	6	i
COc1ccc(CN2CC(C(=O)NC3CCCCC3)CC2=O)cc1 (configuration not stated)	-0.1	0.1	3	3	-6	-2.1	1	3	-3	i
OC(COc1ccccc1Cl)CN1CCN(CC(O)COc2ccccc2Cl)CC1 (configuration not stated)	-0.6	-0.1	-2	-9	-9	1.0	5	-1	9	i
CC(=O)NCC(=O)OCc1ccc([N+](=O)[O-])cc1	1.9	1.8	-11	-2	1	-2.0	1	-3	-10	i
CCCN(Cc1ccccc1)C(=S)NC(=O)c1ccccc1[N+](=O)[O-]	-0.6	-0.5	-1	5	-4	-1.5	-20	1	-4	i
O=C(CSc1nc2ccccc2s1)Nc1ccc2c(c1)oc1ccccc12	0.5	-0.1	-3	43	-1	-0.2	-2	0	-1	i
O=C(N/C(=C\c1ccco1)C(=O)N1CCCC1)c1ccccc1	-0.5	1.0	-6	-2	-2	1.4	-1	-1	2	i

An excerpt from above, reduced to TbMetRS inhib, CSN deneddyl inh and MsrA inh:
SMILES | TbMetRS inhib | CSN deneddyl inh | MsrA inh
Cc1ccc(S(=O)(=O)N2CCOCC2)cc1NC(=O)CN1C(=O)NC(C)(c2ccc(Cl)cc2Cl)C1=O (configuration not stated) | -0.4 | 2 | -0.6
CC(C)N(CCNC(=O)C1CCC(=O)N1Cc1ccc(F)cc1)Cc1ccccc1 (configuration not stated) | -0.3 | -6 | 0.7
CC(C)(C)c1ccc(OCCC(=O)Nc2cccc(S(=O)(=O)N3CCCCC3)c2)cc1 | 0.1 | 0 | 0.7
COc1ccc(NC(=O)C2=Cc3cccc(OC)c3OC2)cc1 | -0.8 | -1 | 1.4
O=C(Cc1nn[nH]n1)Nc1cc(Cl)cc(Cl)c1 | 0.8 | 11 | 1.0

Next section:
SMILES	TbMetRS inhib	MsrA inh	SUMO1-SIM PPI	DNMT1 block	NadD inh	LMPTP block	Scp-1 inhibitor	STEP inh	CSN deneddyl inh	Rpn11 inh
O=C(Nc1ccccc1N1CCOCC1)c1ccc(N2CCOCC2)c([N+](=O)[O-])c1	-1.5	2.2	-30	7	-1	1.1	-8	1	1	i
CCCCOc1cccc(NC(=O)CSc2nncn2C)c1	-0.2	-0.2	0	0	1	-2.4	1	-4	4	i
O=C(c1cc(-c2ccc(Br)cc2)on1)N1CCCCCC1	-0.1	-1.1	1	2	1	-1.6	-4	3	-1	i
COc1ccc(CCCc2nnc(SCC(=O)NN)o2)cc1	-0.6	0.7	-2	-2	11	0.4	-4	-5	-14	i
O=C(Nc1cc(C(=O)N2CCN(c3ccccc3O)CC2)ccc1Cl)c1cccs1	-0.6	-0.2	-2	-19	2	0.3	-4	2	-2	i
CC(=O)Nc1ccc(N2CCOCC2)c(Cl)c1	-0.7	-0.3	-4	0	2	-2.3	-1	-3	1	i
O=C(Cn1nc(-c2ccco2)ccc1=O)Nc1ccc(Br)cc1	1.5	-0.1	-16	-6	0	-1.0	-3	0	-3	i
CCOc1ccc(/C=N/NC(=O)C2CC2)c(OCC)c1	-0.5	1.3	-5	1	0	-0.8	-9	-1	-4	i
Cc1onc(-c2ccccc2Cl)c1C(=O)Nc1ccc(-c2cn3cccnc3n2)cc1	-1.1	x	-13	-8	0	2.2	-3	-1	-6	i
CN(C)C(=O)c1cc(C(=O)c2ccccc2)c[nH]1	-0.2	0.7	2	2	-5	-0.8	-5	-5	-3	i
C[S+](CC[C@H](N)C(=O)O)C[C@H]1O[C@@H](n2cnc3c(N)ncnc32)[C@H](O)[C@@H]1O (some centres not stated)	-0.9	x	-88	48	7	-9.7	-14	-2	-2	i
Cc1cnc(NC(=O)CSC(=S)N2CCOCC2)s1	0.0	0.4	5	6	4	-0.4	-8	2	-3	i
COc1ccc(C2CC(c3ccccc3)=NN2C(=O)CN2CCN(Cc3ccccc3)CC2)cc1 (configuration not stated)	-0.9	1.6	1	-5	-1	0.0	-4	2	8	i
NCCc1nnc(SCc2c(F)cccc2Cl)o1	-0.5	-0.1	0	1	-5	1.0	-6	1	3	i
Oc1ccccc1-c1nc(N2CCN(Cc3ccccc3)CC2)c2ccccc2n1	-0.3	0.2	1	-3	9	6.2	-2	1	5	i
CCOCCCN1C(=O)CN(C2CCCCCC2)C(=O)C1c1ccc(OC)cc1 (configuration not stated)	-0.6	-0.1	2	-1	-5	-0.6	-3	-3	3	i
CCN(CC(=O)Nc1ccc2c(c1)OCO2)CC(=O)Nc1ccccc1C(F)(F)F	-0.3	-0.2	1	2	4	0.2	-6	-3	1	i
CNc1nc(NCCOc2ccccc2)c2sccc2n1	0.4	x	-2	0	-6	28	x	-2	0	i
CCOC(=O)NC(=O)C(=CNc1ccc(C)cc1)C(=O)NC(=O)OCC	-0.8	-0.3	-3	2	-5	-1.1	-3	-2	2	i
CCC(C)[C@H](NC(=O)N1CCn2c1nc1ccccc12)C(=O)NCCc1ccc(OC)c(OC)c1 (some centres not stated)	-0.3	0.0	-4	0	0	0.4	-5	0	0	i
CCOC(=O)c1ccc(NC(=S)N(CCCN2CCCC(C)C2)Cc2cccs2)cc1 (configuration not stated)	-0.8	-0.8	2	1	-9	-0.3	-2	5	-1	i
Cc1ccc(CN2CCSc3ccc(C(=O)NC4CCCC4)cc32)cc1	-0.2	x	-10	-1	2	5.4	-1	1	0	i
CC(NS(=O)(=O)c1ccccc1)C(=O)Nc1nccs1 (configuration not stated)	-0.4	0.8	9	-2	2	-0.5	-4	-1	1	i
CCCCNC(=O)Nc1nnc(-c2ccccc2)o1	-0.2	1.5	5	3	-4	-1.4	-2	-5	6	i
Cc1ccc(OCC(=O)N/N=C/c2cn[nH]c2-c2ccc(Cl)c(Cl)c2)cc1	-0.3	-1.4	-2	46	11	2.5	-9	-3	4	i
